Screening results from PubChem BioAssay.
LGR2 antag: inhibitors of bursicon-induced Drosophila LGR2 receptor cAMP signaling. HEK293 LGR2, CRE-luciferase, bursicon-stimulated, 4 h. AID 720647. hit rate 0.35% among 380,000. inhibition, % at 9.99 µM;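 active means drop in luminescence signal, shown as inhibition above about 50% in the replicate tests, limit read from the data, passing the limit was not always enough; inconclusive means probably only some replicates passing the limit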;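 further: agonist challenge used bursicon conditioned medium at about half maximal strength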
S100A4 MyoIIA: S100A4-myosin IIA interaction inhibition; P26447; S100A4/TAMRA-MyoIIA peptide fluorescence polarization; inhibition, % at 10.7 µM; hit rate 0.14% among 360,000;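 active means mean inhibition of at least 70% across replicates, with every replicate also reaching that level; inconclusive means mean inhibition reaches 70% but some replicates fall short; inactive means mean inhibition below 70%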
Target sequence (P26447 whole entry, looked up): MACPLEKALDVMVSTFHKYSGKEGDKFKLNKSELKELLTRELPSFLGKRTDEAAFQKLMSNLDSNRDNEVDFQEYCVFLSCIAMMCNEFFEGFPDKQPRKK
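Test system: S100A4 monomer protein. Medium: HEPES buffer with Ca2+, pH 7.2. Reagent: fluorescent myosin IIA peptide, 5 nM. Compound dosing: single-point compound testing. Timing: 5 min between mix addition and reading. Benchmarks: DMSO neutral and TFP positive wells.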
esBAF inh: blocks esBAF chromatin remodeling in mouse ES cells | Bmi1-luciferase knock-in reporter, 24 h; 100% = twice the neutral-well signal | reporter increase, % at 12.5 µM | hit rate 2% among 350,000 | AID 602393; in the data active means activation above about 40%; inconclusive means no clear call, values can overlap the other calls;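 further: 0% = median of the plate's neutral control wells and 100% = double that signal; a rise in the Bmi1 reporter signal indicates esBAF inhibition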
FN deposition inh: fibronectin deposition inhibition; AH1F fibroblasts, Alexa488-fibronectin deposition fluorescence, overnight; inhibition, % at 12.6 µM; hit rate 0.086% among 350,000;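 active means mean inhibition across replicates of 30% or more, regardless of how many single replicates reach that level; inconclusive means mean under 30% yet at least half of replicates reach 30%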;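 further: positive control wells lacked labelled fibronectin entirely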
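Measured by – fluorescence 485/525 nm · System – AH1F fibroblast monolayer, labelled fibronectin deposition · Amount – 10000 cells per well · Buffer or medium – serum-reduced DMEM (2% serum) · Doses – single dose, pinned · Also added – fluorescent fibronectin at 24 nM final · Schedule – 1 h cell attachment, overnight exposure to compound and label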
CASP6 VEID inh: inhibitors of human caspase-6; P55212; purified caspase-6, Z-VEID-R110 cleavage fluorescence; hit rate 0.53% among 350,000; inhibition, % at 12.5 µM;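 active means mean inhibition across replicates at least about 35%, with every replicate also reaching that limit, limit read from the data; inconclusive means only one of the two criteria met; inactive means neither criterion met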;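 further: 0% = median of neutral control wells and 100% = no fluorescence left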
Target sequence (P55212 24-179 limits assumed): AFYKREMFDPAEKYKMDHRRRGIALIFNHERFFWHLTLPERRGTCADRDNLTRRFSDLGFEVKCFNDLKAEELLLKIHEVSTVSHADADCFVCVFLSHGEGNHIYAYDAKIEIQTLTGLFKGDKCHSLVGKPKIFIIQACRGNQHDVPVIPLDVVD
Target sequence (P55212 194-293 limits assumed): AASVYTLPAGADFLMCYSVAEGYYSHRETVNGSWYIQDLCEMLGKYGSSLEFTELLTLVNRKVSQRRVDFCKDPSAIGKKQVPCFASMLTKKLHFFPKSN
SIRT5 block: inhibitors of human sirtuin-5 desuccinylase; hit rate 1.1% among 330,000; AID 652115; Q9NXA8; Purified SirT5, succinyl-peptide AMC, trypsin-coupled fluorescence; inhibition, % at 15 µM; in the data active means inhibition above about 15%; inconclusive means no clear call, values can overlap the other calls
Target sequence (Q9NXA8 whole entry, looked up): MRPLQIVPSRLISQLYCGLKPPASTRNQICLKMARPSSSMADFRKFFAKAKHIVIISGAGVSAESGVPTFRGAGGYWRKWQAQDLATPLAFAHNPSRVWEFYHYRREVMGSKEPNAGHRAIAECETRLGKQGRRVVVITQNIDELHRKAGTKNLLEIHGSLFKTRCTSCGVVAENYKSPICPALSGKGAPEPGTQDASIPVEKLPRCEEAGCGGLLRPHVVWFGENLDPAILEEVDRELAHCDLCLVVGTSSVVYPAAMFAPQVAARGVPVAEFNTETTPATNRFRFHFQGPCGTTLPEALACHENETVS
Statin myotox sup: suppression of simvastatin myotoxicity; C2C12 myotubes + simvastatin, ATP luminescence, 48 h; scaled: DMSO 0, geranylgeraniol control 100; rescue of ATP level, % at 7.49 µM; hit rate 0.78% among 330,000; AID 602340;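 active means mean ATP rescue above about 67%, or every replicate alone reaching that limit, limit read from the data, passing the limit was not always enough; inconclusive means no clear call, values can overlap the other calls; inactive means mean under the limit and some replicate under it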;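 further: myotubes were challenged with 10 µM simvastatin during compound exposure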
Starred values were filed as active, the others as inactive; u = inconclusive; x = no result given.

SMILES	LGR2 antag	S100A4 MyoIIA	esBAF inh	FN deposition inh	CASP6 VEID inh	SIRT5 block	Statin myotox sup
Cc1cc(NC(=O)COC(=O)c2c(Cl)cccc2Cl)no1	16	-9	9	1	-1	4	1
CC=Cc1ccc2n(c1=O)C[C@@H]1[C@@H](CO)[C@H](C(=O)NCCC)N(C(=O)C3CCOCC3)[C@H]21 (mixture of isomers)	-4	13	-4	x	-3	-1	-8
CC(C)C[C@H]1CN(CCCC[C@H]2CNC(=O)C(=O)N2CCc2ccc(O)cc2)C(=O)C(=O)N1Cc1ccccc1	-4	-3	x	-2	0	0	x
C[C@@H]1CN([C@@H](C)CO)S(=O)(=O)c2ccc(C3=CCCCC3)cc2O[C@@H]1CN(C)C(=O)C1CCOCC1	1	-2	-1	-4	2	-10	-2
Cc1c(NC(=S)Nc2ccccc2)c(=O)n(-c2ccccc2)n1C	-10	3	x	-10	-4	0	x
CC(NC(=O)CSc1nnnn1C1CC1)c1ccccc1Br (configuration not stated)	10	-8	0	-9	0	-3	-3
C[C@@H]1CN([C@H](C)CO)C(=O)c2cccc(NC(=O)Nc3ccc4c(c3)OCO4)c2O[C@@H]1CN(C)CC1CCCCC1	-9	0	-5	4	-3	-5	35
CCOc1ccccc1NC(=O)c1ccc2ccccc2c1	-41	0	15	-1	2	-1	4
COc1cc(C(=O)NC2CC3CCCC(C2)N3CC(=O)Nc2ccccc2)cc(OC)c1OC (configuration not stated)	x	x	-4	-15	x	x	-3
Cc1ccc2oc(=O)c3cnn(CC(=O)N(Cc4ccco4)C4CCCCC4)c3c2c1	64*	-2	4	-4	0	-1	-8
O=C(N[C@H]1CC[C@H](CC(=O)N2CCC(Cc3ccccc3)CC2)O[C@@H]1CO)c1cnccn1	17	35	11	-12	-1	-3	-1
CCCCC(=O)N=c1sc2cc([N+](=O)[O-])ccc2n1C	11	-3	3	x	-2	-1	8
CCC1(CC)C(=O)C2=C3C1[C@H](C(=O)OC)C=C(C(=O)OC)C[C@H]3n1c(=O)n(C)c(=O)n1[C@H]2C (some centres not stated)	-9	-2	-6	8	-4	1	-17
N#C[C@@H]1[C@H](c2ccccc2-c2ccccc2F)[C@H](CO)N1C(=O)C1CCC1	5	10	x	-2	-4	-1	x
Cc1ccc(C(=O)c2ncc[nH]2)cc1	-26	-4	34	6	-3	x	2
CCN(CC)S(=O)(=O)c1ccc(NC(=S)NC(=O)C(C)C)cc1	x	-3	x	5	4	-1	x
Cc1cc(C)c(S(=O)(=O)N2CCOC2CNC(=O)C(=O)NCc2ccco2)c(C)c1 (configuration not stated)	-3	-4	-4	2	2	1	-2
O=[N+]([O-])c1ccc(Oc2cccc(C(F)(F)F)c2)nc1	3	0	-3	-9	-1	-2	12
Oc1ccc(Br)cc1-c1nc2cnccn2c1NC1CCCCC1	19	-3	-1	x	-1	-3	12
C/C(Cc1ccccc1)=N\NC(=O)CNC(=O)COc1ccccc1	7	3	x	7	0	-1	x
CCc1cc(=O)oc2c(CNCc3c(F)cccc3Cl)c(O)ccc12	-7	-19	11	1	2	-107	-6
NC(=O)CC(NC(=O)Cc1ccc(Cl)cc1)c1ccc(NC2CCCCCC2)c([N+](=O)[O-])c1 (configuration not stated)	-21	x	-5	4	x	x	-1
O=C(CCN1C(=O)C2CC=CCC2C1=O)Nc1cccc(Cl)c1 (configuration not stated)	10	3	-2	2	-1	2	-1
O=C(Nc1cc(F)ccc1F)N1CC(=O)N2[C@H](C1)[C@H](c1ccc(-c3ccccc3)cc1)[C@@H]2CO	-7	8	x	x	-2	5	x
O=S(=O)(CS(=O)(=O)c1ccc(Br)cc1)c1ccc(Br)cc1	8	-8	x	6	0	x	x
CC(=O)c1ccc(NC(=O)C(C)Sc2nnc(-c3ccncc3)n2C2CC2)cc1 (configuration not stated)	4	-7	-4	-4	-2	x	-1
Cc1ccc(-c2nc(CS(=O)(=O)CC(=O)NCc3cccc(F)c3)c(C)o2)cc1	12	9	5	-6	-1	-1	0
O=c1c2ccccc2nc2sc(Nc3ccc(F)cc3)nn12	7	-3	u	1	-3	-6	-32
COCC(=O)Nc1ccc2c(c1)C(=O)N(C)[C@@H]1CC[C@@H](CC(=O)NCc3ccccc3)O[C@H]1CO2	8	-5	8	-11	-2	-7	6
COc1ccc(/C(N)=N/OC(=O)C2CCCCC2)cc1	-122	2	61*	x	3	-4	-8

Gathered by group, the entries above containing a Cl atom.
SMILES	LGR2 antag	S100A4 MyoIIA	esBAF inh	FN deposition inh	CASP6 VEID inh	SIRT5 block	Statin myotox sup
Cc1cc(NC(=O)COC(=O)c2c(Cl)cccc2Cl)no1	16	-9	9	1	-1	4	1
CCc1cc(=O)oc2c(CNCc3c(F)cccc3Cl)c(O)ccc12	-7	-19	11	1	2	-107	-6
NC(=O)CC(NC(=O)Cc1ccc(Cl)cc1)c1ccc(NC2CCCCCC2)c([N+](=O)[O-])c1 (configuration not stated)	-21	x	-5	4	x	x	-1
O=C(CCN1C(=O)C2CC=CCC2C1=O)Nc1cccc(Cl)c1 (configuration not stated)	10	3	-2	2	-1	2	-1

(continued)
SMILES	LGR2 antag	S100A4 MyoIIA	esBAF inh	FN deposition inh	CASP6 VEID inh	SIRT5 block	Statin myotox sup
COc1ccc(-c2ccc3n(c2=O)C[C@H]2N[C@@H]3[C@@H](C(=O)N3CCCCC3)[C@@H]2CO)cc1	-14	5	x	x	1	-78	x
CCN(CC)C(=O)c1ccc(NS(=O)(=O)c2ccc(/C=C/C(=O)O)cc2)cc1	-8	-3	x	-15	-3	8	x
Cc1ccc(S(=O)(=O)NCC(=O)OCC(=O)Nc2ccccc2OC(F)F)cc1	-3	-13	x	2	1	-3	x
CCN(CC)S(=O)(=O)c1ccc(C(=O)NCc2ccc(C)cc2)cc1	x	x	3	0	x	x	10
O=C(c1ccccc1)c1c[nH]c(C(=O)NNc2cccc(Cl)n2)c1	4	-3	x	-15	-2	-2	x
CC1CCN(c2ccccc2NC(=S)NC(=O)c2ccc(-c3cccc([N+](=O)[O-])c3)o2)CC1	x	x	-20	0	x	x	-2
CCOc1ccc2nc(SCC(=O)NCc3ccc(OC)cc3)[nH]c2c1	0	-5	-6	1	-3	27*	5
COc1ccc(NC(=O)C(=O)NNC(=O)c2ccc(Cl)cc2Cl)cc1	2	-3	-3	-5	0	-6	-7
COc1ccc(NS(=O)(=O)c2cccc(C(=O)NN=C(C)c3ccco3)c2)cc1	15	1	1	-9	-2	1	-5
CCOC(=O)OCC(=O)C1(O)CCC2C3CCC4=CC(=O)CCC4(C)C3C(O)CC21C (configuration not stated)	-16	-5	0	14	-2	1	4
COc1ccc(-c2nc(CN3CCC(C(=O)N4CCOCC4)CC3)c(C)o2)c(OC)c1	8	-1	-2	-22	-8	-4	-1
Cc1ccc(C)c(NC(=O)C2(C)CCN2C(C)C)c1 (configuration not stated)	-5	2	-4	4	-3	1	11
CN1CCN(C(=O)C[C@H]2CC[C@@H](NC(=O)c3ccc4c(c3)OCO4)[C@H](CO)O2)CC1	13	16	-5	-11	1	2	-12
CCCCCc1nnc(NC(=O)OCCC)s1	x	x	13	6	x	x	4
Cc1cc(NC(=O)CSc2nc3c(sc4ccccc43)c(=O)n2CCCN2CCOCC2)n[nH]1	15	4	13	19	-2	3	-72
C[C@@H]1CN([C@@H](C)CO)C(=O)c2cc(C#C[C@@H](C)O)cnc2O[C@H]1CN(C)Cc1cccc(F)c1	5	5	2	-7	-1	1	3
COc1ccc(N2C(=NC(=O)c3ccccc3)SC3CS(=O)(=O)CC32)cc1 (configuration not stated)	0	-6	-3	-3	0	-2	19
COc1ccc(C(CC(=O)O)N2Cc3ccccc3C2=O)cc1OC (configuration not stated)	-14	-1	-7	17	-1	7	13
O=C(NCCCN1CCOCC1)c1cc(-c2ccccc2)nc2ccccc12	-4	-1	x	10	-1	1	11
CCCOc1ccc(/C=C/C(=O)O)cc1OC	8	-6	-2	x	1	-5	4
C[C@@H]1CCCCO[C@H](CN(C)Cc2ccccc2)[C@@H](C)CN([C@H](C)CO)C(=O)c2cc(NC(=O)Nc3ccc(C(F)(F)F)cc3)ccc2O1	34	13	-3	-3	-2	-4	x
O=C(Cc1ccncc1)NCC[C@@H]1CC[C@H](NC(=O)Nc2ccc(Cl)cc2)[C@@H](CO)O1	17	-25	-2	x	1	-1	0
CC(=O)c1ccc(NC(=O)CN2CCN(CC(=O)Nc3ccc(C(C)=O)cc3)CC2)cc1	-9	-26	-10	0	1	-3	-2
O=C(Nc1nc2c(Cl)cccc2s1)c1ccc([N+](=O)[O-])o1	9	1	-5	5	5	4	13
CNC[C@@H]1Oc2ccc(NC(=O)CCC(F)(F)F)cc2CC(=O)N([C@@H](C)CO)C[C@@H]1C	-23	9	-2	-14	2	3	26
Cc1ccc(S(=O)(=O)N(C)c2c(C)ccc(S(=O)(=O)N3CCN(C)CC3)c2C)cc1	-6	9	2	13	-3	3	-5
CO[C@H]1CN(C)C(=O)c2cc(NC(=O)C3CCC3)ccc2OC[C@@H](C)NC[C@H]1C	-4	-28	-1	0	2	-5	13
O=C(c1ccc2c(c1)[nH]c(=S)n1c3ccccc3nc21)N1CCN(c2cccc(Cl)c2)CC1	4	8	-2	6	2	1	3
O=C(OCCN=C1NS(=O)(=O)c2ccccc21)C1CC(=O)N(c2ccc3ccccc3c2)C1 (configuration not stated)	1	5	-3	9	0	0	5
C[C@@H]1CN([C@@H](C)CO)C(=O)c2cc(NC(=O)c3ccncc3)ccc2O[C@@H]1CN(C)S(=O)(=O)c1cccs1	7	-78	0	2	0	-11	27
COc1cc(OC)c(OC)cc1/C=C1/C(=O)N=C(N)N1C	10	-6	x	11	6	-1	x
CS(=O)(=O)Nc1ccc(Br)cc1C(=O)c1ccccc1	x	x	-1	7	x	x	15
CCCCCn1c2c(c(=N)c3ccccc31)CCC2	14	-15	x	8	1	-2	x
Cc1ccsc1CN1CCN(c2ccccn2)CC1	x	x	0	7	x	x	-4
CC(Oc1ccc(Cl)cc1Cl)c1nc(-c2ccccn2)no1 (configuration not stated)	-95	x	103*	x	x	x	20
CC(C)COC(=O)N1CCCCC1c1cc(C(=O)NCc2cccnc2)no1 (configuration not stated)	-4	6	-7	1	-1	-3	5
CCc1ccc(OC)c(S(=O)(=O)Nc2ccc(Cc3ccncc3)cc2)c1	10	0	-6	3	3	3	-25
COc1cc(C(=O)/C=C/c2cccnc2)ccc1O	10	9	10	3	3	2	4
O=C(CNCCCO)Nc1cc(C(F)(F)F)cc(NC(=O)CNCCCO)c1Cl	-2	-3	x	x	-6	-1	x
O=C(C[C@H]1C[C@H]2c3cc(NS(=O)(=O)c4ccc(F)cc4)ccc3O[C@H]2[C@H](CO)O1)N1CCCCC1	-2	4	15	x	7	0	8
O=C(NCc1cccnc1)c1noc2c1CCCC2	-4	-2	0	x	0	-1	7
O=S(=O)(Cc1ccc(Cl)cc1)Nc1ccc(Cl)cn1	1	0	-2	-9	-1	-2	5
O=[N+]([O-])c1cc2c(cc1[N+](=O)[O-])OCCOCCOCCOCCO2	29	3	x	-21	0	5	x
Cc1noc(C)c1CSCC(=O)N(C)CC(=O)Nc1ccc(Cl)c(Cl)c1	7	-1	-2	-2	-64	1	7

Gathered by group: the entries above containing a COOH group
SMILES	LGR2 antag	S100A4 MyoIIA	esBAF inh	FN deposition inh	CASP6 VEID inh	SIRT5 block	Statin myotox sup
CCN(CC)C(=O)c1ccc(NS(=O)(=O)c2ccc(/C=C/C(=O)O)cc2)cc1	-8	-3	x	-15	-3	8	x
COc1ccc(C(CC(=O)O)N2Cc3ccccc3C2=O)cc1OC (configuration not stated)	-14	-1	-7	17	-1	7	13
CCCOc1ccc(/C=C/C(=O)O)cc1OC	8	-6	-2	x	1	-5	4

Only part of the results is shown; rates above refer to the full screens.
